Source: PubChem BioAssay (several laboratories)
K1F lysis inhibition – protection from phage-mediated lysis, alamar blue read-out – E. coli UTI89, K1F phage, bacterial capsule biogenesis inhibitors (AID 488966). one-dose inhibition, % at 100 µM; IC50 in µM for titrated hits. hit rate 0.02% among 340,000. E. coli UTI89 K1F phage lysis, alamar blue, 2 h; higher % means a stronger effect;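 active means phage lysis inhibition, versus mean bacterial control, above a set limit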;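 further: capsule biogenesis inhibitors block K1F phage lysis so surviving cells raise fluorescence; higher fluorescence means more inhibition of phage lysis; actives were called in the ten point dose series up to 300 µM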
Dynein transport – blocks dynein driven cargo transport along microtubules; 3617.4 mouse cells, GR-EGFP nuclear translocation imaging; test concentration mostly 20 µM; stimulated with dexamethasone, 1 µM; hits give low values; z-score, hits read low; hit rate 0.47% among 220,000; AID 1381;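 active means plate z-score of nuclear minus cytoplasmic receptor signal below a set negative limit, without overly bright fluorescence or cell loss, cut at about -3.5 in these data, passing the limit was not always enough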;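 further: z-score of nuclear minus cytoplasmic ring GR-EGFP intensity difference per well; some compounds called inactive have numbers as strong as hits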
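Buffer or medium: Induction medium lacking tetracycline, stripped serum | Also added: Dexamethasone agonist, 1.0 µM final, for 30 min | Timing: 48 h induction, 1 h compound, 30 min dex at 37 °C | Detection: Formaldehyde fixation, Hoechst nuclear stain, 10x automated fluorescence imaging | Measure: Nuclear versus cytoplasmic GR-EGFP signal, averaged per well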
Insulin prom up – MIN6 insulin promoter up-regulation. MIN6 insulin promoter-GFP reporter, high-content imaging; hits give high values. z-score at 5 µM. hit rate 0.3% among 190,000. AID 1625;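 active means z-score above 3 at 5 µM with at least 500 cells counted in the well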
CSM14.1 death rescue – protection against thapsigargin-triggered cell killing – 384-well, CSM14.1, ATP luminescence, primary screen (AID 1222); CSM14.1 thapsigargin-induced death rescue, ATP luminescence; higher % means a stronger effect; cellular ATP content (survival), % at 20 µM, or EC50 in µM where a hit was titrated; 190,000 tested, under 10 active;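 active means EC50 below 50 µM in the dose-response confirmation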;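 further: death triggered by thapsigargin at about 15 µM added after 2 h compound pretreatment; cell ATP read after overnight thapsigargin exposure of roughly 18 to 22 hours; normalized against plate controls of thapsigargin alone and 5% DMSO vehicle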
MT stabilizer – stabilizes microtubules in HeLa cells | HeLa tubulin immunostaining HCS, 24 h; share of cells brighter than vehicle mean+2SD | hit rate 0.83% among 200,000 | % tubulin-high responders, % at 10 µM;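 active means plate Z-score above 3 for both tubulin-high and condensed-nucleus cell shares, with cell loss under 80%, at 10 µM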;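 further: anti alpha tubulin signal scored within the nucleus-defined area of each cell; some results filed as inactive read as strong as hits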
P. falciparum M17LAP – P. falciparum M17LAP inhibitors, primary screen, biochemical, fluorogenic H-Leu-NHMec substrate, 1536-well (AID 1619) | one-dose inhibition, % at 30 µM; IC50 in µM for titrated hits | hit rate 0.38% among 220,000 | recombinant M17LAP, H-Leu-NHMec fluorogenic kinetic assay; higher % means a stronger effect;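 active means compound inhibiting the enzyme by more than half at any dose during confirmatory dose-response retesting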;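 further: plate controls were full reaction with DMSO carrier for no effect and no enzyme background for full effect; strong numbers were not always called active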
M1AAP inhibition – malaria alanyl aminopeptidase activity blockers – biochemical, fluorogenic H-Leu-NHMec substrate, 1536-well (AID 1445). one-dose inhibition, % at 30 µM; IC50 in µM for titrated hits. hit rate 0.42% among 220,000. recombinant M1AAP, H-Leu-NHMec fluorogenic kinetic assay; higher % means a stronger effect;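 active means primary inhibition above the hit cutoff, then over 50% inhibition at one or more dose response concentrations, cut at about 23% in these data, passing the limit was not always enough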;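 further: plate controls were DMSO full reaction for no effect and no enzyme background for full effect; strong numbers were not always called active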
b-catenin transl – alters nuclear translocation of beta-catenin in HeLa cells; immunofluorescence imaging; nuclear translocation activity, % at 5 µM; hit rate 0.3% among 190,000;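 active means nuclear translocation activity above 50% at 5 µM, with a well cell count of 50 or more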;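 further: per-cell ratio of nuclear to cytoplasmic median beta-catenin stain intensity; plate controls were DMSO negative control for no effect and GSK-3 inhibitor IX positive control for full effect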
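Read-out: Nuclear/cytoplasmic beta-catenin signal ratio, % activation | Assay system: Human HeLa cell line | Times: 24 h compound exposure at 37°C, 5% CO2 | Signal: Fluorescence imaging of beta-catenin antibody stain plus DAPI | Dosing: 5 µM primary, 0.02–20 µM confirmation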
Autophagy HCS – modulators of autophagy. MEF GFP-LC3 puncta imaging; test concentration mostly 10 µM. calls only at 10 µM (by protocol). hit rate 0.98% among 190,000;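 active means percentage of spot-positive cells more than 3 SD above its plate mean, without a fluorescence outlier flag or 80% toxicity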;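 further: spot-positive cell cutoff set from DMSO-treated cells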
Dynein transport cytoplasmic EGFP – also measured in Dynein transport; calls as there; z-score; measured here: cytoplasmic GR-EGFP intensity; hits give high values
Dynein transport nuclear GR-EGFP – further read-out of Dynein transport, marked with its call; z-score; measured here: nuclear GR-EGFP intensity;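 lower value marks the stronger effect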
Dynein transport cell count – also measured in Dynein transport; calls as there; z-score; measured here: cell count per field
Insulin prom up cell count – recorded beside Insulin prom up, whose call it bears; cell count; measured here: cytotoxicity, nuclei count;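 total cells summed across four imaged fields per well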
b-catenin transl cell count 5 µM – recorded beside b-catenin transl, whose call it bears; cell count; measured here: cell count, cytotoxicity flag
MT stabilizer Hoechst-high % – further read-out of MT stabilizer, marked with its call; % Hoechst-high responders; measured here: nuclear condensation Hoechst responders;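 share of cells brighter than vehicle mean plus two SD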
MT stabilizer cytotoxicity % – also measured in MT stabilizer; calls as there; toxicity, %; measured here: cytotoxicity by cell density;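 0% = mean cell density of plate MIN control wells and 100% = no cells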
Autophagy HCS cell loss 18 h – second read-out of Autophagy HCS, no call of its own (marks repeat the call); toxicity, %; measured here: cell loss, nuclei count;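 cell loss after 18 h compound exposure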
Active calls of the source: *; i = inactive; . = not tested or not shown; + = active, no number.

SMILES	K1F lysis inhibition	Dynein transport	Dynein transport cytoplasmic EGFP	Dynein transport nuclear GR-EGFP	Dynein transport cell count	Insulin prom up	Insulin prom up cell count	CSM14.1 death rescue	MT stabilizer	MT stabilizer Hoechst-high %	MT stabilizer cytotoxicity %	P. falciparum M17LAP	M1AAP inhibition	b-catenin transl	b-catenin transl cell count 5 µM	Autophagy HCS	Autophagy HCS cell loss 18 h
S=c1[nH]nc(CN2CCCCC2)n1Cc1ccccc1	0.6%	-0.73	-0.32	-0.55	0.5	-0.39	1224	0.7%	5.0	1.2	9.8	-3%	5%	-0.4	1096	i	37
O=C(/C=C/c1ccccc1)N1CCN(C(=O)c2ccco2)CC1	0.9%	0.32	-0.2	1	-0.29	0.16	1127	-0.4%	2.6	1.9	5.9	-6%	13%	-0.5	1240	i	4
Nc1nc(Nc2ccc(Cl)cc2)nc2ccccc12	-0.8%	-0.099	-0.11	-0.018	1.7	.	.	-3.2%	2.4	2.2	13	14%	-2%	.	.	i	10
OC(CNCc1ccc(F)cc1)(c1ccc(F)cc1)c1ccc(F)cc1	-0.6%	.	.	.	.	.	.	-3.8%	1.0	1.9	14	-8%	-2%	.	.	i	-3
COc1cc(/C=N/NC(N)=O)ccc1OC(=O)c1cccs1	2.0%	-0.31	-0.039	-0.025	0.32	-0.71	1563	-1.9%	5.6	2.4	1.1	3%	-2%	-5.1	1116	i	7
O=C(NCCCn1ccnc1)/C(=C\c1cccnc1)NC(=O)c1ccccc1F	-0.8%	1.2	1	0.62	-1.1	0	1653	2.1%	3.8	1.8	0.7	8%	-1%	-0.2	969	i	3
Cc1c(C(=O)O)oc2ccc(S(=O)(=O)N(CC(C)C)CC(C)C)cc12	0.0%	0.31	-0.17	0.6	0.27	0.56	1201	1.8%	2.3	2.3	11	1%	9%	-0.3	983	i	1
O=C(C1=C[C@H](c2ccc3c(c2)OCO3)C[C@H](OCc2ccc(CO)cc2)O1)N1CCN(Cc2ccc3c(c2)OCO3)CC1	0.2%	-1.5	-0.32	-0.61	0.95	0.37	1377	-1.2%	2.3	0.9	9.2	1%	1%	-1.5	1109	i	-1
O=C(CCc1nnc(CCCCc2ccccc2)o1)NCCCc1cccnc1	-0.3%	0.25	-0.16	0.045	-0.58	0.41	988	2.1%	3.3	2.5	10	18%	-4%	-0.4	1507	i	7
CC(=O)Cc1ccccc1OC(=O)c1ccco1	0.8%	-0.36	-0.073	-0.17	1.1	0.09	1318	-1.6%	2.2	4.9	6.5	1%	3%	-0.3	1155	i	3
Cc1ccc(SCCOCCN2CC(C)OC(C)C2)cc1 (stereo unspecified)	-0.3%	-0.22	-0.28	0.31	1.5	1.9	1023	.	.	.	.	-9%	-4%	-0.4	1319	.	.
Cc1cc(NC(=O)CSc2nnc(-c3ccncc3)n2Cc2ccccc2)n(-c2ccccc2)n1	-0.3%	-0.43	-0.2	0.13	0.67	-0.03	1018	.	.	.	.	2%	8%	-0.8	1272	.	.
Cc1ccc(NC(=O)COC(=O)CNC(=O)c2ccc3ccccc3c2)c([N+](=O)[O-])c1	0.5%	-0.13	-0.23	-0.038	-0.68	-0.17	1447	5.3%	4.2	2.8	8.0	10%	8%	.	.	i	-2
COc1ccc(C)cc1N(CC(=O)N/N=C/c1ccc2c(c1)OCO2)S(C)(=O)=O	-0.5%	-1.1	-0.31	-0.49	1.2	0.56	1358	1.5%	2.2	2.5	1.0	-5%	2%	0.8	1528	i	11
CC(C)CC(O)(CC(C)C)C(=O)NNc1ccccc1	0.6%	-0.029	-0.21	-0.069	-0.14	-0.08	1267	4.7%	2.6	1.2	6.2	3%	6%	-0.6	1158	i	-2
CN(C(=S)Nc1ccc(Oc2ccccc2)cc1)c1ccc(O)cc1	-1.6%	3.6	-0.071	1.5	-1.7	0.67	1144	-2.0%	2.7	1.9	2.2	9%	6%	-1.2	899	i	6
c1ccc(COc2ccc(CNn3cnnc3)cc2)cc1	4.2%	0.47	-0.24	0.24	0.31	0.94	1220	-2.4%	8.2	18	98	-3%	-5%	.	.	i	-7
O=C(C1CCN(S(=O)(=O)c2cccnc2)CC1)N1CCN(c2ccc(Cl)cc2)CC1	-0.3%	0.8	-0.21	0.42	-0.37	-0.08	975	.	.	.	.	8%	-3%	0.8	1311	.	.
CC(C)(CO)NC(=O)C(c1ccccc1)c1ccccc1	-1.6%	-0.21	-0.22	-0.24	1.3	0.13	1146	.	3.8	2.5	6.3	-16%	-1%	-0.8	1036	i	2
Cc1ccc(C(O)(C(=O)NNS(=O)(=O)c2ccc(C)cc2)c2ccc(C)cc2)cc1	-1.6%	1.4	-0.12	1.1	-1.8	0	1348	-1.8%	1.2	1.6	15	10%	4%	1.9	482	i	18
COc1ccc(NS(=O)(=O)c2cc(NC(=O)CNC(=O)c3ccc(C)s3)ccc2Cl)cc1	4.6%	1.2	-0.24	0.086	-0.53	-0.51	1262	-0.9%	2.2	1.4	8.5	2%	-3%	.	.	i	10
Cn1c(=O)c(Oc2cc(Cl)cc(Cl)c2)nc2ccccc21	0.6%	-0.78	-0.21	-0.75	1	0.69	1893	-2.0%	0.9	2.3	9.7	4%	-7%	-1.0	1115	i	0
CCCCNc1nnc(SCC(=O)c2c[nH]c3ccccc23)s1	2.2%	-0.43	0.12	-0.5	0.33	1.2	1336	5.7%	3.9	3.0	7.3	1%	1%	.	.	i	-3
c1ccc(C2CNCc3c2ccc2ccccc32)cc1 (stereo unspecified)	9.4%	-0.99	0.21	-0.61	0.3	-0.18	1645	-1.6%	14*	32*	26*	-12%	-2%	19	223	i	12
O=C1C(=O)N(CNc2cccnc2)c2ccccc21	2.5%	1.8	0.095	1.4	-1.4	0.66	1560	-3.3%	2.0	2.2	6.7	2%	7%	-1.6	1027	i	17
Cc1cc(N2C(=O)CCC2=O)ccc1NC(=O)c1cccs1	3.7%	0.49	-0.2	0.35	0.23	.	.	-0.8%	2.5	2.7	6.8	3%	1%	.	.	i	-4
COCCn1nnnc1SCC(=O)c1ccccc1	2.1%	-1.4	-0.28	-0.31	3.7	-0.71	824	3.7%	3.3	2.1	7.0	4%	-1%	-3.5	1212	i	-10
C/C(=N\NC(=O)C1COc2ccccc2O1)c1cc2ccccc2o1 (stereo unspecified)	0.2%	1.2	-0.022	0.56	0.022	-0.38	1328	-0.4%	4.6	1.4	1.3	-3%	1%	-3.5	1126	i	29
O=C(O)c1cccc(NC(=O)C2CC(=O)N(Cc3ccccc3)C2)c1 (stereo unspecified)	0.6%	0.24	-0.28	-0.02	0.9	-0.25	1254	2.1%	2.1	1.4	9.0	-1%	-3%	-0.8	1132	i	3
CC(=O)Nc1ccc(Cc2ccncc2)cc1	-0.1%	2	-0.27	1.2	-0.86	-0.87	1743	-1.4%	1.1	1.6	0.6	-9%	-1%	2.5	1093	i	2
CC(C(=O)Nc1cccc(Br)c1)c1ccc([N+](=O)[O-])cc1 (stereo unspecified)	0.0%	-0.27	-0.22	0.031	0.4	-0.19	1476	-1.0%	3.6	0.8	4.2	1%	2%	1.1	1092	i	6
Cc1ccc2c(c1)N(C(=O)NC1CCCCC1)C(C)(C)CC2C (stereo unspecified)	-1.6%	-0.83	-0.13	-0.13	1	.	.	3.2%	1.1	1.2	4.4	-3%	0%	-4.1	1219	i	-2
CCc1cc2c(COC(=O)c3c(C)noc3C)cc(=O)oc2cc1O	0.3%	-0.34	1.2	0.35	1.4	-0.71	1228	-1.3%	2.7	2.9	6.9	-4%	7%	-3.1	1188	i	-1
COc1ccc2c(c1)cc1n2CCN=C1NCCO	0.3%	-0.4	-0.23	-0.12	1.1	0.5	742	-0.4%	1.5	1.4	5.4	11%	1%	.	.	i	-4
CC(C)(C)C(=O)Cn1c(NCCCO)nc2ccccc21	0.3%	-0.09	-0.29	0.27	0.74	0.73	1145	1.1%	4.3	3.1	14	-2%	9%	-0.5	1176	i	13
CCc1cc2cc3c(cc2nc1SCC(=O)Nc1cc(C)on1)OCO3	-5.4%	2	-0.19	1	-1.2	0.23	1163	-4.2%	6.9	7.0	7.6	8%	10%	-3.6	1162	+	37*
CC1(C)Cc2ccccc2C(CSc2ccccc2C(=O)O)=N1	3.5%	-0.7	-0.041	0.11	-0.2	0.43	1463	2.5%	1.4	1.1	3.2	.	.	0.7	1026	i	-2
COCCNC(=O)c1ccccc1NS(=O)(=O)c1ccc(C)c([N+](=O)[O-])c1	2.2%	0.16	-0.18	0.23	0.37	0.13	1295	-2.0%	6.8	1.5	2.4	31%	10%	-1.8	557	i	17
CC(=O)C1=C(NC(=O)c2ccccc2F)C[C@@H]2[C@H]1C2(C)C	7.3%	0.075	-0.35	0.36	-0.033	0	931	-3.8%	0.8	1.5	6.5	1%	9%	-4.2	1185	i	13
